# All columns: NCI-60 one-dose screen, growth in % after 48 h at 10 µM unless noted; 100 = growth as untreated, 0 = no growth, -100 = all killed.
# BT-549 – BT-549 breast cancer; actives 4.4% (n = 78,000); AID 1794793
# LOX IMVI – LOX IMVI melanoma; actives 7.4% (n = 79,000); AID 1794757
# MDA-MB-468 – MDA-MB-468 breast cancer; AID 2202374; actives 8.5% (n = 78,000)
# MCF7 – MCF7 breast cancer; actives 6.3% (n = 82,000)
# HS 578T – HS 578T breast cancer; actives 4.1% (n = 78,000)
# T-47D – T-47D breast cancer; actives 5% (n = 79,000)
# K-562 – K-562 leukemia; actives 7.4% (n = 78,000); AID 1794777
# MDA-MB-231 – MDA-MB-231 breast cancer; actives 5% (n = 81,000); AID 1794789
# Starred values were filed as active, the others as inactive; . = no result given; & = joins results of further samples; [ ] = remark or other dose. Rule for the calls: active = growth percent below 10; inactive = the rest.
nr	structure	MCF7	HS 578T	K-562	LOX IMVI	MDA-MB-468	MDA-MB-231	T-47D	BT-549
1	CCCCc1ccc(O)c(CN(CC)CC)c1	77	113	105	109	121	100	101	.
2	COc1ccc(-c2ccnc3c(-c4ccccc4)c(Nc4ccccc4)nn23)cc1	85	93	38	95	103	94	78	129
3	CC1c2ccccc2-c2ccccc2N1C (stereo not drawn)	99	112	88	95	103	97	86	103
4	CCCCCCCCCCCCCCCCCCOc1ccc(CC(=O)NCC[N+]2(C)CCCCC2)cc1	82	90	66	83	67	95	93	87
5	Cn1/c(=N\N=C\c2ccccc2OCCO)sc2ccccc21	77	100	77	100	103	72	79	102
6	Cc1ccccc1C(OCCN(C)C)c1ccccc1 (stereo not drawn)	97&96	123&96	98&118	92&85	105&99	104&89	102&107	78&99
7	CN(C)C1(C(N)=O)CCN(Cc2ccccc2)CC1	97	103	118	104	83	108	97	101
8	COc1ccccc1CC(O)CNCC(C)C (stereo not drawn)	107	92	99	94	105	101	103	103
9	COc1cc(OC)cc(C(=O)C[n+]2cccc3cc[nH]c32)c1	94	101	98	94	91	98	100	102
10	CC(C)(C)NC(=O)C1CSC2(C(=O)Nc3ccccc32)N1C(=O)C1CCCCC1 (stereo not drawn)	96	94	.	95	104	100	85	97
11	C[N+](C)(C)CC[N+](C)(C)C	101	104	99	104	111	93	120	88
12	CC1=Nc2ccccc2C(=O)N(C)N1	94	101	138	106	98	93	111	119
13	O=C(O)c1ccccc1N=Cc1ccccc1	109	106	99	93	112	109	101	112
14	COc1ccc(S(=O)(=O)N(C(C)=O)c2ccccc2/C=C/c2cc[n+]([O-])cc2)cc1	15	.	7.6*	18	11	46	27	16
15	Clc1ccc(-c2oc(-c3ccc(Cl)cc3)c3c2CC=CC3)cc1	80	88	94	89	106	87	.	95
16	CC(=O)c1cccc(NC(=O)CCC(=O)NS(=O)(=O)c2ccc(C)cc2)c1	.	111	101	104	122	107	106	107
17	CCCC(C)c1cc([N+](=O)[O-])cc([N+](=O)[O-])c1O (stereo not drawn)	95	94	75	101	76	114	100	85
18	O=c1oc2ccccc2cc1-c1cc(-c2ccc(-c3cc(-c4cc5ccccc5oc4=O)nc(-c4cc5ccccc5oc4=O)c3)cc2)cc(-c2cc3ccccc3oc2=O)n1	69	104	95	102	84	94	91	106
19	CCC(c1ccccc1)C(CC)c1cc(O)c(O)c(O)c1 (stereo not drawn)	104	.	86	.	92	106	95	109
20	CC1(c2ccccc2)C(C#N)C(=O)NC(=O)C1C#N (stereo not drawn)	101	108	101	96	114	101	104	103
21	C=C(C)[C@@H]1CC[C@]2(COCCCNCCC#N)CC[C@]3(C)[C@H](CC[C@@H]4[C@@]5(C)CC[C@H](OCCCNCCC#N)C(C)(C)[C@@H]5CC[C@]43C)[C@@H]12	33	73	3.8*	-1.8*	8.3*	55	53	.
22	Cc1cccc(-c2nc(C(C)C)sc2-c2ccnc(NCCCNS(=O)(=O)c3ccc(Cl)cc3)c2)c1	54	82	31	75	55	76	52	75
23	O=C1CCc2ccc(OCc3cn(Cc4cc(=O)oc5c4ccc4ccccc45)nn3)cc2N1	84	57	99	39	91	102	90	86
24	COc1ccccc1N/N=C/c1ccc([N+](=O)[O-])cc1	94	110	93	91	.	100	89	105
25	O=C1C=CC2=C3c4cc(O)c(O)cc4CC3(O)COC2=C1O (stereo not drawn)	98	115	108	99	102	99	113	.
26	CCOc1cc(C2C(C#N)=C(c3cccs3)OC(NC)=C2[N+](=O)[O-])ccc1O (stereo not drawn)	92	97	95	93	107	101	85	105
27	Cn1c(O)c(N=Nc2ccc(S(N)(=O)=O)cc2)c2ccccc21	92	119	99	102	104	116	99	98
28	c1ccc2sc(SSc3nc4ccccc4s3)nc2c1	91	90	74	91	102	94	89	96
29	Oc1c(Br)cc(Br)c(O)c1Br	103	107	99	95	108	113	102	115
30	COC(=O)N/N=C/c1coc2ccc(Cl)cc2c1=O	89	93	87	87	.	71	83	82

# Structures shown so far containing sulfur:
nr	structure	MCF7	HS 578T	K-562	LOX IMVI	MDA-MB-468	MDA-MB-231	T-47D	BT-549
5	Cn1/c(=N\N=C\c2ccccc2OCCO)sc2ccccc21	77	100	77	100	103	72	79	102
10	CC(C)(C)NC(=O)C1CSC2(C(=O)Nc3ccccc32)N1C(=O)C1CCCCC1 (stereo not drawn)	96	94	.	95	104	100	85	97
14	COc1ccc(S(=O)(=O)N(C(C)=O)c2ccccc2/C=C/c2cc[n+]([O-])cc2)cc1	15	.	7.6*	18	11	46	27	16
16	CC(=O)c1cccc(NC(=O)CCC(=O)NS(=O)(=O)c2ccc(C)cc2)c1	.	111	101	104	122	107	106	107
22	Cc1cccc(-c2nc(C(C)C)sc2-c2ccnc(NCCCNS(=O)(=O)c3ccc(Cl)cc3)c2)c1	54	82	31	75	55	76	52	75
26	CCOc1cc(C2C(C#N)=C(c3cccs3)OC(NC)=C2[N+](=O)[O-])ccc1O (stereo not drawn)	92	97	95	93	107	101	85	105
27	Cn1c(O)c(N=Nc2ccc(S(N)(=O)=O)cc2)c2ccccc21	92	119	99	102	104	116	99	98
28	c1ccc2sc(SSc3nc4ccccc4s3)nc2c1	91	90	74	91	102	94	89	96

# The listing picks up, repeating the 2 entries before the break.
nr	structure	MCF7	HS 578T	K-562	LOX IMVI	MDA-MB-468	MDA-MB-231	T-47D	BT-549
29	Oc1c(Br)cc(Br)c(O)c1Br	103	107	99	95	108	113	102	115
30	COC(=O)N/N=C/c1coc2ccc(Cl)cc2c1=O	89	93	87	87	.	71	83	82
31	O=c1ccn2c(n1)OC1CC2OC1COC(c1ccccc1)(c1ccccc1)c1ccccc1 (stereo not drawn)	95	121	102	105	102	111	109	123
32	COC(=O)C1CCC[N+](C)(C)C1 (stereo not drawn)	100	104	107	99	101	114	100	96
33	Cn1c(N2CCN(C(=O)c3ccc(Cl)cc3Cl)CC2)nc(-c2ccccc2)cc1=O	89	93	94	92	110	95	77	96
34	COc1cc(Cn2cc3c(c2)-c2onc(CN4CCOCC4)c2CC3)cc(OC)c1OC	89	110	73	100	82	83	79	97
35	Cc1[nH]c(C2CC(c3cccs3)=NN2C)c(C)c1C(=O)NCC(F)(F)F (stereo not drawn)	94	99	94	102	109	102	110	104
36	CN1CCN(C(=S)SCCOc2cc(=O)oc3ccccc23)CC1	70	98	47	84	20	87	48	81
37	C=C1c2nc3ccccc3n2C=C(c2ccc(Cl)cc2)N1Cc1ccc(OC)cc1	54	104	59	88	81	90	48	98
38	CC1(C)OCC(COC(c2ccccc2)(c2ccccc2)c2ccccc2)O1 (stereo not drawn)	100	103	111	89	109	92	84	119
39	CN1C(=O)CNC(=O)[C@H](NC(=O)Cc2nc3ccccc3cc2O)CSSC[C@H]1C(=O)NCCCCc1nc2ccccc2cc1O	97	108	87	93	82	104	76	118
40	CS(=O)(=O)c1ccc(-c2ccc3nc(N)n(-c4ccc(C(F)(F)F)cc4)c(=O)c3c2)cc1	91	100	88	86	87	92	76	87
41	COc1ccc(NC(=O)Nc2ccc(-c3cccnc3)cc2Oc2cc(OC)c(OC)c(OC)c2)cc1	95	96	94	98	90	89	78	113
42	O=CN1N=C(c2ccc3c(c2)OCO3)CC1c1cccc(Nc2ccnc3cc(C(F)(F)F)ccc23)c1 (stereo not drawn)	68	96	37	76	47	78	46	75
43	COc1ccc(Cc2ccc(OC)c(OC)c2)cc1OC	99	106	106	95	109	121	95	120
44	COc1ccc2cc([C@H](C)C(=O)N/N=C/c3ccccc3Br)ccc2c1	80	.	67	.	67	.	58	77
45	Brc1ccc2c(c1)C(c1c[nH]c3ccccc13)(c1c[nH]c3ccccc13)CCO2	80	61	56	78	81	76	31	61
46	CC(=C/c1ccccc1)/C=N/N=C(N)N	75	93	41	87	61	95	92	86
47	Cn1cc(-c2cc3nc(-c4c[nH]c5ccc(Cl)cc45)cc(N)n3n2)c2ccccc21	-74*	-27*	1.6*	-81*	-73*	-56*	-74*	-74*
48	Nc1nc2ccccc2c2c(=O)c3cc(F)ccc3sc12	34	101	107	100	-27*	100	84	106
49	O=c1[nH][nH]c2c(Cl)cccc12	111	113	115	98	95	103	112	115
50	CCOC(=O)NNc1cccc(Cl)c1	105	104	102	93	98	76	119	.
51	CC(=O)Nc1ccc(NC(C)=O)c([N+](=O)[O-])c1	92	101	127	105	98	.	.	104
52	NC(N)=N/N=C/CN1C(=O)c2ccccc2C1=O	99	106	102	108	108	127	100	121
53	O=C1c2ccccc2C(=O)N1Cc1c(Cl)cccc1[N+](=O)[O-]	98	117	102	110	97	112	99	99
54	CCOC(=O)/C(C#N)=C/Nc1ccc(Cl)nc1Cl	100	96	109	104	.	97	88	112
55	CC(O)C(N)C(=O)O (stereo not drawn)	106	102	102	99	100	100	101	100
56	CCCCCCCCC(=O)Oc1ccc(/C(=C(/C)Cc2cccc(OCC)c2)c2ccc(OCCN(C)C)cc2)cc1	52	91	103	99	99	98	69	95
57	CC1(C)CC(NCc2ccccc2)=CC(=S)N1	94	114	101	94	109	90	111	113
58	O=C(Cc1ccc([N+](=O)[O-])cc1)c1ccccc1	101	.	106	103	98	87	90	97
59	Cc1cc(C(C)(C)C)c(O)c(C)c1CC1=NCCN1	107	116	99	101	95	108	115	108
60	Cc1c2c(c(C)c3c1oc1cc(O)ccc13)C(=O)N(CCN1CCOCC1)C2=O	102	83	91	84	73	83	90	79
61	CC(=O)N1c2ccccc2NC2=C(C(=O)N(Cc3ccccc3)C2(C)C)C1c1ccco1 (stereo not drawn)	15	11	13	26	-1.9*	9.3*	35	48
62	CCOC(=O)C1=NC(CO)C(=O)N(c2ccccc2)N1 (stereo not drawn)	98	116	105	97	90	103	109	101
63	Cc1ccc(NC(=O)c2ccc(CN3CC[C@H](N(C)C)C3)c(C(F)(F)F)c2)cc1Nc1nccc(-c2cncnc2)n1	7.0*	.	-20*	-73*	-37*	-34*	-59*	36
64	Oc1ccc(CCn2c(O)c(/C=C3\C=Nc4ccccc43)sc2=S)cc1	77	85	25	71	74	92	68	105
65	CCCCCCCCN1CCOCCOCCN(CCCCCCCC)c2nc(Cl)nc(n2)NCCOCCOCCNc2nc(Cl)nc1n2	95	105	98	103	96	.	.	105
66	O=C(/C=C/c1cccc([N+](=O)[O-])c1)c1ccc(Nc2nc(N3CCCCC3)nc(N3CCCCC3)n2)cc1	19	103	98	93	121	103	79	92
67	OC1COC(c2ccccc2)OC1C1OC(c2ccccc2)OC2COC(c3ccccc3)OC21 (stereo not drawn)	93	.	83	94	96	103	91	96
68	NCCNc1nc2scc(-c3ccccc3)c2c(=O)[nH]1	89	97	129	92	78	92	104	95
69	O=C(/C(Cl)=N/O)c1ccc(-c2ccccc2)cc1	90	110	64	-41*	104	.	.	95
70	Cc1cc(C)c2c(ccc3ccccc32)n1	96	113	102	100	82	108	96	97
71	Oc1ccc(-c2nn(-c3ccccc3)cc2-c2nc3ccccc3s2)cc1	50	92	79	78	90	81	53	103
72	O=C1C2C3C=CC(O3)C2C(=O)N1Nc1ccccc1 (stereo not drawn)	99	111	103	98	105	100	112	108
73	COc1ccccc1NC(=O)N=Nc1c(O)[nH]c2ccccc12	59	88	91	98	86	83	69	98
74	CC(C)=CC/C=C(/C)[C@H]1CC[C@]2(C)[C@@H]1CC[C@@H]1[C@@]3(C)C/C(=C/c4cc(C(F)(F)F)cc(C(F)(F)F)c4)C(=O)C(C)(C)[C@@H]3CC[C@]12C	102	97	116	98	95	96	95	106
75	CCOC(=O)c1c(C)nc2c(c1N)/C(=C/c1ccc(OC)cc1)C(=O)N2Cc1ccccc1	23	70	47	56	67	58	41	64
76	COc1cc(/C=C/c2cc(/C=C/c3cc(OC)c(OC)c(OC)c3)n(-c3cc(F)cc(F)c3)n2)cc(OC)c1OC	83	84	87	94	105	84	79	106
77	COc1cccc(NC(=S)NC2CC(C)CC(C)(C)C2)c1 (stereo not drawn)	92	106	65	94	87	104	74	120
78	COc1ccc(NC(=O)C2CCN(c3nc(C(F)(F)F)ccc3C#N)CC2)cc1	88	97	70	94	87	92	87	86
79	C=C(C)[C@@H]1CC[C@]2(C=O)CC[C@]3(C)[C@H](CC[C@@H]4[C@@]5(C)CCC(=O)C(C)(C)[C@@H]5CC[C@]43C)[C@@H]12	91	105	66	.	87	92	93	84
80	COC(=O)C12[C@H]3C(=O)N(c4ccc(C)cc4)C(=O)[C@H]3[C@@H](c3ccc(C)s3)N1[C@H](c1ccc(C)s1)[C@@H]1C(=O)N(c3ccc(C)cc3)C(=O)[C@@H]12	95	101	109	101	96	97	87	.
81	CCOC(=O)C1=C(N)N(c2ccc(C)cc2)C2=C(C(=O)CC(C)(C)C2)C1c1ccccc1OC (stereo not drawn)	94	102	98	104	101	95	98	96
82	C=C1CC[C@H]2[C@@](C)(CCC3OC(c4ccc(OCc5cn(C6CC(OC(C)=O)C(OC(C)=O)C(COC(C)=O)O6)nn5)cc4)OC[C@]32C)[C@@H]1/C=C/C1=CCOC1=O (stereo partly drawn)	44	76	39	.	47	78	40	61
83	Clc1ccc(CSc2ccnc(SCc3ccc(Cl)cc3Cl)n2)c(Cl)c1	104	112	117	97	.	103	100	117
84	O=C(NCc1ccco1)Nc1cccc2c(NC(=O)NCc3ccco3)cccc12	60[100 µM]	88[100 µM]	33[100 µM]	.	86[100 µM]	98[100 µM]	69[100 µM]	57[100 µM]
85	COc1ccc(/C=N/NC(=O)c2cnn3c2NC(c2ccccc2)C3)cc1OC1CCCCC1 (stereo not drawn)	80	80	56	83	63	59	.	80
86	CCOC(=O)C1CCC(C(=O)OCC)N1c1ccc(C=O)cc1 (stereo not drawn)	100	104	83	97	98	117	96	117
87	C=C(C)c1ccc(C)c(C)c1	82	114	101	101	108	115	111	.
88	CCNCCNc1cc(C2CCCCC2)c(C#N)c2nc3ccccc3n12	15	-5.7*	-39*	-95*	-45*	-49*	-19*	-20*

# Screening results deposited in PubChem BioAssay by NCI.
